Bioassay records from PubChem BioAssay.
VHR inh abs – blocks human VHR1 dual specificity phosphatase; recombinant VHR phosphatase, pNPP absorbance; inhibition, % at 13.3 µM; 290,000 tested, 0.52% active; AID 1654; in the data active = inhibition above about 50%; also: some compounds called inactive have numbers as strong as hits
Target sequence (P51452 whole entry, looked up): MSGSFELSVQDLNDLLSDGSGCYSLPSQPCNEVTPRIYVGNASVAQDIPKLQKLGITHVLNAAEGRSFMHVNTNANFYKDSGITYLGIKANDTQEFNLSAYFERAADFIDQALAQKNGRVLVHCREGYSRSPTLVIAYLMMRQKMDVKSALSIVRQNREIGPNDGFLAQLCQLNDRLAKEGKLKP
3CLpro inhibitor – SARS-CoV 3CLpro protease inhibition; P0C6X7; recombinant SARS-CoV 3CLpro, quenched FRET peptide cleavage; inhibition, % at 6 µM; 290,000 tested, 0.14% active; AID 1706; in the data active = inhibition above about 12%
Rv3671c protease – Rv3671c (M. tuberculosis) protease inhibition. 320,000 tested, 0.048% active. P9WHR9. inhibition, % at 5.96 µM; in the data active = inhibition above about 38%;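 also: extracellular domain of Rv3671c used as enzyme; 0% = enzyme with DMSO and 100% = no enzyme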
Target sequence (P9WHR9 whole entry, looked up, the tested form may be a part): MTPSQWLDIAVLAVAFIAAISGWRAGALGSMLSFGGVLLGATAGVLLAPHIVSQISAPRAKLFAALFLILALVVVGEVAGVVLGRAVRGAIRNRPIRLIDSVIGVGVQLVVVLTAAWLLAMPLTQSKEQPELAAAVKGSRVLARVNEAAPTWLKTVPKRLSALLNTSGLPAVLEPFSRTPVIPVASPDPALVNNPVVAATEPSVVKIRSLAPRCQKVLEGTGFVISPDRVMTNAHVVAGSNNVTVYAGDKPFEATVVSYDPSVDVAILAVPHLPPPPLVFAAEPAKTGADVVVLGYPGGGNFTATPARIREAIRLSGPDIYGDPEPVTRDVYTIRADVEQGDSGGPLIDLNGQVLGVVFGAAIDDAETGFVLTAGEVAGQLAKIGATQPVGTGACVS
MazF activator – activators of E. coli MazEF toxin-antitoxin RNase; FAM/BHQ RNA-DNA oligo cleavage fluorescence, 5 h; P0AE70; 350,000 tested, 0.32% active; activation, % at 20 µM; in the data active = activation above about 50%
Target sequence (P0AE70 whole entry, looked up): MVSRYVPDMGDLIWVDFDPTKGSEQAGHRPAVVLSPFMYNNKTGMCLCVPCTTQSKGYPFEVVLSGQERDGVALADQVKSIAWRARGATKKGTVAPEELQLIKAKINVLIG
BoNT F protease – BoNT F light chain protease inhibition. Multiplex microsphere protease cleavage assay, flow cytometry. inhibition, % at 10 µM. 360,000 tested, 0.22% active. AID 588497; in the data active = inhibition above about 35%, passing the limit was not always enough; inconclusive = no clear call, values can overlap the other calls; also: plate controls were buffer without enzyme for full effect and enzyme alone for no effect
Anthrax LF inh2 – blocks Bacillus anthracis lethal factor protease | P15917 | inhibition, % at 10 µM | 360,000 tested, 0.12% active | multiplex microsphere protease cleavage assay, LF; also: plate controls were buffer without enzyme for full effect and enzyme alone for no effect
PrPC TRFRET – reduces human prion protein on the cell surface; inhibition, % at 13.8 µM; AID 720596; P04156; cell surface PrPC, TR-FRET read-out; 370,000 tested, 0.43% active; in the data active = inhibition above about 24%; also: 0% = median of the test wells and 100% = reference compound wells
CCHFV vOTU inh – blocks the CCHF virus ovarian tumor domain protease; CCHFV vOTU protease, Pep-AMC fluorescence; inhibition, % at 11.5 µM; 370,000 tested, 0.55% active; AID 651958; in the data active = inhibition above about 30%; also: 0% = vehicle wells with enzyme and 100% = no enzyme wells
SSB-PriA inh – K. pneumoniae PriA-SSBct interaction inhibition; AlphaScreen SSBct-PriA binding, biotinylated peptide; inhibition, % at 33 µM; 430,000 tested, 0.6% active; AID 1272365; in the data active = inhibition mostly above about 37%, no sharp cut-off; inactive = mostly below about 20%;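 also: plate controls were negative control peptide for no effect and reference peptide for full effect; strong numbers were not always called active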
BoNT A protease – inhibitors of Botulinum neurotoxin A light chain protease; multiplex microsphere protease substrate cleavage, flow cytometry; inhibition, % at 10 µM; 360,000 tested, 0.17% active; also: plate controls were buffer without enzyme for full effect and enzyme alone for no effect
The depositor's hits bear a star; ? = inconclusive; . = no result given. Rule as the data show it, unless noted: active = inhibition above about 30%; inconclusive = no clear call, values can overlap the other calls; inactive = below that.

SMILES,VHR inh abs,3CLpro inhibitor,Rv3671c protease,MazF activator,BoNT F protease,Anthrax LF inh2,PrPC TRFRET,CCHFV vOTU inh,SSB-PriA inh,BoNT A protease
COc1cc(OC)c(/C=N/NC(=O)c2ccc(NC(C)=O)cc2)cc1Br,5,2,.,-8,1,2,0,-2,.,-0.2
Cc1ccc(-n2c(SCC(=O)O)nc3sc4c(c3c2=O)CC(C)(C)SC4)cc1,.,.,.,4,0,0,9,-9,-5,1.0
Cc1[nH]c2ccccc2c1C(=O)CSc1nc2ccccc2c(=O)n1CCCN1CCOCC1,31,4,-21,0,-1,-11,-6,22,4,-0.4
CC(=O)c1cccc(NC(=S)N2CCN(CCN3C(=O)c4cccc5cccc(c45)C3=O)CC2)c1,18,4,-9,1,-1,-4,-10,1,-8,0.3
CCOC(=O)C(CC(=O)O)N1CCCCC1 (configuration not stated),19,4,-5,-2,?,-4,0,3,-13,0.7
O=C1Nc2cc(C(=O)NCCCN3CCCC3)ccc2S/C1=C/c1cccc(Cl)c1,.,.,.,-35,-11,-4,-7,4,.,-0.2
Cc1cc(N)n(-c2ccc3ccccc3c2)n1,34,7,3,-8,-487,?,3,-9,-7,?
Cc1cc2ccccn2c1C(C[N+](=O)[O-])c1ccc(N(C)C)cc1 (configuration not stated),-2,-5,11,-6,-16,-2,-7,9,35,5.6
CC(C(=O)Nc1ccccc1)N1CCN(C(=O)c2ccco2)CC1 (configuration not stated),.,.,5,2,-7,-16,5,3,-11,-0.3
COc1ccc(S(=O)(=O)N2CCCCC2)cc1NC(=O)CCNC(=O)c1ccccc1Cl,.,.,-2,5,6,-4,-2,3,3,0.9
Cc1sc2ncnc(N3CCC(C(=O)Nc4nnc(SCc5ccccc5F)s4)CC3)c2c1C,.,.,1,-12,?,?,2,-4,-5,?
CCOP(=O)(OCC)c1ccc(O)cc1,12,-1,-2,9,4,0,6,-9,6,-0.1
S=C(NCCCc1cnc[nH]1)NCCCN(Cc1ccc(Cl)cc1)c1ccc(Br)cn1,.,.,.,.,-11,0,-15,13,.,-0.3
COc1ccccc1NC(=S)N(CCCN(C)C)Cc1cc2cc3c(cc2[nH]c1=O)OCO3,12,0,-8,-11,-8,2,6,-10,-9,-0.7
Cc1nc([N+](=O)[O-])c(SCC(O)CCl)n1Cc1ccc(Cl)cc1 (configuration not stated),27,-3,7,11,-7,-5,5,21,5,-1.1
O=C(Nc1ccc(N2CCCC2)cc1)c1cccc(-c2cc3ccccc3oc2=O)c1,12,6,19,11,-19,-4,13,13,-5,0.2
Cc1cc(NCCCn2ccnc2)n2nc(-c3ccc(Cl)cc3)cc2n1,2,-6,-8,3,8,2,0,1,23,-0.8
CCCc1cc(=O)oc2c(C)c(O)c(CN3CCCCC3)cc12,15,1,3,9,-8,-3,-2,-314,-7,-1.3
COc1cc(CNCCCN2CCOCC2)ccc1OCC(=O)NC(C)(C)C,-8,-1,-4,8,-3,5,8,-9,-22,0.4
CCCN(CCC)CC(O)CN(c1cc([N+](=O)[O-])ccc1OC)S(=O)(=O)c1ccccc1 (configuration not stated),21,-6,0,-1,-4,-3,-11,-2,-16,0.4
CC(=O)Nc1ccc(S(=O)(=O)NCCS(=O)(=O)N2CCN(c3ccccc3)CC2)cc1,4,-2,-2,3,0,1,3,-1,3,2.6
COc1cc(NC(=O)c2cc(-c3ccccc3)on2)cc(OC)c1OC,-7,-6,-1,2,-38,-2,15,0,-4,-6.5
O=C(COC(=O)c1ccccc1)Nc1cc(S(=O)(=O)N2CCCCCC2)ccc1Cl,.,.,-4,-2,3,-4,8,3,-7,-2.9
O=C1NC(=O)C2(C(=O)N1)C(c1ccc(F)cc1)NC(=S)NC2c1ccc(F)cc1 (configuration not stated),18,-4,-8,-7,24,2,-1,0,-5,2.6
CCC(C(=O)NCCc1ccc(S(N)(=O)=O)cc1)c1ccccc1 (configuration not stated),.,.,-2,3,-7,12,-1,-5,-12,-3.0

The list goes on:
SMILES,VHR inh abs,3CLpro inhibitor,Rv3671c protease,MazF activator,BoNT F protease,Anthrax LF inh2,PrPC TRFRET,CCHFV vOTU inh,SSB-PriA inh,BoNT A protease
CC(=O)NC/C(C)=N\Nc1ccc([N+](=O)[O-])cc1,2,-4,-3,1,2,-2,2,5,.,-0.1
O=C(Cc1coc(-c2ccc(F)cc2)n1)NC1CCCCC1,4,3,-1,2,0,-3,2,1,-9,-0.6
COc1ccc(N2CCN(C(=O)Cc3ccc(OC)c(OC)c3)CC2)cc1,7,4,-5,1,?,-8,2,13,10,5.7
COc1cc(NC(=O)C/C(C)=N/NC(=O)C(=O)NC2CCCCC2)c(OC)cc1Cl,30,3,8,11,0,-2,-1,-12,.,-0.2
COc1cccc(NC(=O)CSc2nnc(-c3cccs3)n2C)c1,-2,-5,-3,5,-10,4,5,-6,-8,0.1
O=C(COc1cc2oc(=O)c3c(c2cc1Cl)CCC3)Nc1ccc(CN2CCOCC2)cc1,-10,3,2,-41,0,-2,10,-12,-1,1.5
C[C@]12CCC3C(CC[C@H]4C[C@@H](O)CC[C@]34C)C1CC[C@@H]2O (some centres not stated),.,.,2,7,-5,2,-6,9,-2,-0.5
Oc1c(C(c2cccs2)N2CCOCC2)sc2ncnn12 (configuration not stated),15,-1,-6,-2,-6,-10,0,-5,-7,-0.3
Cc1ccc(CC(=O)Nc2ccc(S(=O)(=O)N3CCOCC3)cc2)cc1,8,-3,-4,6,4,-6,9,1,-7,-1.1
O=c1[nH]cc(N(CCO)CCO)c(=O)[nH]1,6,-4,3,0,2,-4,2,-9,-13,-0.4
Cc1ccc2nc(N(CCCN(C)C)C(=O)CN3C(=O)c4ccccc4C3=O)sc2c1,-4,3,-13,30,-2,-3,1,-7,14,-0.4
CCN1CCN(Cc2c(O)ccc3c(=O)c(-c4ccc(OC)c(OC)c4)c(C(F)(F)F)oc23)CC1,15,-12,-2,3,-3,-3,-5,3,-5,-0.5
CS(=O)(=O)c1cccc(-c2csc(N3CCC(C(N)=O)CC3)n2)c1,.,.,-6,-1,0,-6,5,10,-1,0.5
CC(Cl)C(=O)Nc1ncc(C(F)(F)F)cc1Cl (configuration not stated),23,0,-8,-1,-2,-1,-2,-14,-21,0.0
CCOC(=O)CC(NC(=O)c1cccs1)c1ccc(C)cc1 (configuration not stated),-8,-3,-1,9,-21,-4,4,-3,9,1.3
COc1ccccc1NS(=O)(=O)c1cccc(C(=O)NNC(=O)c2ccc(Cl)nc2)c1,.,.,5,2,-2,-4,8,-14,-10,-0.1
O=C(Nc1nc2ccc(F)cc2s1)C1=NN(c2ccccc2)C(=O)CC1,4,12,-7,-3,-1,1,10,14,2,-0.2
O=C(c1ccc(Cl)s1)N1CCN(S(=O)(=O)c2ccc(Cl)cc2)CC1,.,.,2,7,-11,-3,-10,-2,-3,-0.7
CCC(C(=O)O)N1C(=O)C2CCCCC2C1=O (configuration not stated),5,-5,-1,-1,-1,3,-1,-5,-2,0.5
COc1ccc(NC(=O)C(CC(C)C)NC(=O)C2CCC(C)CC2)cc1 (configuration not stated),7,-4,-5,-3,9,-5,5,-5,-13,-1.0
CCN1CCN(C(=O)CN(Cc2ccccc2)S(C)(=O)=O)CC1,-8,-1,-4,6,4,-3,-1,-4,-19,-0.6
COc1ccc(-c2nc(SCC(=O)NC3CCCC3)c(-c3ccc(OC)cc3)[nH]2)cc1,0,-4,1,3,-4,-4,6,2,-8,-0.1
O=[N+]([O-])/C=C/c1cc2ccccc2[nH]1,16,4,7,-2,-13,-1,5,6,-3,3.0
COc1ccc(/C=C/c2nc3ccccc3n2C)cc1,27,-2,3,10,-3,4,1,-9,-22,0.1
COCCn1c(SCC(=O)c2c(N)n(C3CC3)c(=O)[nH]c2=O)nc2ccccc21,.,.,-3,11,2,5,-3,-1,3,0.4

The closing 2 compounds of the section before lead into the next.
SMILES,VHR inh abs,3CLpro inhibitor,Rv3671c protease,MazF activator,BoNT F protease,Anthrax LF inh2,PrPC TRFRET,CCHFV vOTU inh,SSB-PriA inh,BoNT A protease
COc1ccc(/C=C/c2nc3ccccc3n2C)cc1,27,-2,3,10,-3,4,1,-9,-22,0.1
COCCn1c(SCC(=O)c2c(N)n(C3CC3)c(=O)[nH]c2=O)nc2ccccc21,.,.,-3,11,2,5,-3,-1,3,0.4
COC(=O)CCN(C(C)=O)c1ccc(N)cc1,14,0,-3,-7,-23,-4,-5,3,-9,-0.4
COc1ccccc1S(=O)(=O)N1CCC(C(=O)O)(c2ccccc2)CC1,-36,2,1,-3,6,0,6,2,-4,0.7
CC(=O)c1ccc(S(=O)(=O)Oc2ccc(-c3ccc(C(=O)O)cc3)cc2)cc1,12,-1,0,3,-6,1,11,10,10,0.6
COCCNC(=O)c1ccc2c(c1)C(=O)c1ccccc1-2,6,-1,-8,8,5,-2,-1,-10,-9,-1.8
COCCOC(=O)C1=C(C)NC(=O)NC1c1ccc(-c2ccc(F)cc2)o1 (configuration not stated),5,2,-1,0,-9,-4,5,-5,4,-0.5
COc1ccc(S(=O)(=O)NC2CC(C)(C)NC(C)(C)C2)c2ccccc12,31,-4,2,3,2,3,0,15,9,1.4
CO/N=C/C(=N\Nc1cc(OC)cc(OC)c1)C(=O)c1ccccc1,2,1,-8,3,-5,-6,-6,0,.,-0.7
Cc1ccc(CNc2nc3ccccc3n2C)o1,-4,4,0,-34,14,-3,-3,-8,-9,-3.5
Cc1cccc(NC(=O)CSc2nnc(-c3ccccc3)n2N)c1,15,-1,2,-3,4,1,12,-3,-4,?
CCC(Sc1nc(N)cc(=O)[nH]1)C(=O)Nc1cc(C)on1 (configuration not stated),25,-3,4,1,-2,2,5,-3,-3,0.5
COC(=O)c1ccc(Cn2nc([N+](=O)[O-])c(Br)c2C)cc1,28,3,0,2,?,-4,-8,7,5,4.8
CCCc1nc(SCC(=O)c2ccc3c(c2)NC(=O)CO3)[nH]c(=O)c1CC,.,.,.,3,-4,-7,3,-3,0,-0.5
O=C(c1ccco1)N1CCN(c2ccc([N+](=O)[O-])c(N3CCOCC3)c2)CC1,29,1,-5,14,2,-4,-38,8,-19,-1.1
O=C(O)c1ccccc1NC1CCCCC1NS(=O)(=O)c1ccccc1 (configuration not stated),-6,-5,.,5,2,-2,-4,-14,-13,-0.2
CN(C)c1ccc(/C=N/NC(=O)c2ccccc2)cc1,4,1,1,0,-1,0,11,16,.,1.1
Nc1cc(=O)n(Cc2ccco2)c(=S)[nH]1,.,.,.,5,2,8,-4,0,.,0.3
Cc1ccc(NC(=O)c2ccc(Nc3c([N+](=O)[O-])cc([N+](=O)[O-])cc3[N+](=O)[O-])cc2)cc1,-4,1,5,9,-10,-2,25*,-7,-3,-2.3
CC(/C=N/NC(=O)c1nnn(-c2nonc2N)c1CN1CCCCC1)=C\c1ccccc1,15,3,-1,-5,14,-1,-5,5,.,0.4
CCN(CC)S(=O)(=O)c1ccc(F)c(C(=O)OC2CC(C)OC2=O)c1 (configuration not stated),7,2,-1,1,0,-1,1,5,-2,0.2
Cc1ccc(C(=O)NCC(=O)OCN2C(=O)c3ccccc3C2=O)cc1C,.,.,2,10,-7,-3,3,0,-2,-2.1
N#Cc1c2c(c(-c3ccccc3Cl)[nH]c1=S)CCCC2,18,0,.,-10,-2,3,-4,2,-4,2.3
Cc1ccc(N(CC(=O)NCc2ccccn2)S(=O)(=O)c2ccccc2)cc1C,30,2,4,6,4,16,3,4,-1,-3.5

Quoted at random: 2 records from the list, in no set order.
SMILES,VHR inh abs,3CLpro inhibitor,Rv3671c protease,MazF activator,BoNT F protease,Anthrax LF inh2,PrPC TRFRET,CCHFV vOTU inh,SSB-PriA inh,BoNT A protease
Cc1cccc(NC(=O)CSc2nnc(-c3ccccc3)n2N)c1,15,-1,2,-3,4,1,12,-3,-4,?
N#Cc1c2c(c(-c3ccccc3Cl)[nH]c1=S)CCCC2,18,0,.,-10,-2,3,-4,2,-4,2.3

The list is partial; count on the stated rates, not on these rows.
